From PubChem BioAssay
SW480 rerep – inducers of DNA re-replication in SW480 colon cancer cells; SW480 DNA re-replication, Hoechst DNA content imaging, 48 h; Potency, µM (top dose mostly 46.1 µM), for inactives: at the top dose re-replication activation, actives largely listed as activators; hit rate 1.8% among 340,000; AID 624297; further: % of control where 0% means no effect; nearly all actives have a fitted effect of over 55% in size
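Treated cells incubate 48 hr (37 C, 5% CO2), are stained 40 min with Hoechst, and nuclear fluorescence is enumerated; a rise in nuclei with high DNA signal marks re-replication.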
S2 tox – cell viability loss in ATXN counter-screen. Potency, µM (highest dose often 56.7 µM), actives largely listed as cytotoxic. AID 651635. hit rate 0.49% among 400,000. S2 cells (HEK-293 line with an ATXN2-luciferase reporter) viability, CellTiter-Fluor protease fluorescence, 24 h; further: nearly all actives have a fitted effect of over 40% in size
KB-3-1 tox – KB-3-1 parental cell cytotoxicity. KB-3-1 viability, CellTiter-Glo ATP luminescence, 72 h. Potency, µM (doses to about 46.1 µM), for inactives: top-dose activity change, negative = cytotoxic, actives largely listed as cytotoxic. hit rate 1.4% among 400,000. AID 1347075; further: on the % scale 0 is the no-effect control and ±100 the full control effect; nearly all actives have a fitted effect of over 60% in size
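Cytotoxicity measured as CellTiter-Glo luminescence after 72 h at 37 C. Compound titrations were pinned onto drug-naive KB-3-1 parental adenocarcinoma cells grown in DMEM with 10% FBS, and normalized data fitted to concentration-response curves.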
ATXN2 expr inh – ATXN2 expression inhibition; HEK-293 ATXN2-luciferase reporter, luminescence, 24 h; Potency, µM (highest dose often 57 µM), without a hit: at the highest dose activity change, negative = inhibition, most hits filed as inhibitors; hit rate 0.72% among 360,000; further: on the % scale 0 is the no-effect control and ±100 the full control effect; nearly all actives have a fitted effect of over 55% in size
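qHTS (up to 57 uM final) was run with 24 h compound exposure of reporter cells at 37 °C. Each well was multiplexed: SteadyGlo luminescence measured ATXN2-luciferase expression after a fluorogenic Gly-Phe-AFC viability readout (25 uM final).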
KB-V1 cytotox – kills drug-selected multidrug resistant KB-V1 cells. KB-V1 MDR cells viability, CellTiter-Glo, 72 h. Potency, µM (highest dose often 46.1 µM), without a hit: at the top dose activity change, negative = cytotoxicity, actives largely listed as cytotoxic. hit rate 3.4% among 400,000; further: on the % scale 0 is the no-effect control and ±100 the full control effect; nearly all actives have a fitted effect of over 60% in size
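Drug-selected KB-V1 cells, grown in DMEM lacking phenol red with 10% FBS, receive compound titrations; after three days at 37 degrees C, surviving cell ATP is quantified by CellTiter-Glo luminescence and responses normalized and curve-fitted.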
MCF10A rereplic – inducers of DNA re-replication in MCF 10A breast cells; MCF 10A DNA re-replication, Hoechst nuclear intensity, 48 h; Potency, µM (top dose mostly 46.1 µM), without a hit: top-dose activity, positive = re-replication, actives largely listed as activators; hit rate 2.9% among 350,000; further: % of control where 0% means no effect; nearly all actives have a fitted effect of over 50% in size
* marks the source's active call; other numbers are inactive results; i = inactive; u = inconclusive; x = not tested or not shown; & = joins results of further samples; [ ] = dose if it differs, or a comment. The call rests on the fitted dose curve; in most records, active means well fitted curve in the direction sought with a large enough effect; inconclusive means small, poorly fitted or top-dose-only effect, or another doubt; inactive means no such curve, though single readings can be large; an effect the other way counts as inactive or inconclusive. Potency means the concentration at half of the fitted maximal effect. The list is partial; the hit share may differ from the screen's.

No.	SMILES	SW480 rerep	S2 tox	KB-3-1 tox	ATXN2 expr inh	KB-V1 cytotox	MCF10A rereplic
1	Cc1cnc(NS(=O)(=O)c2ccc(N)cc2)nc1	x	i	x	-3%	x	x
2	Cc1cccc(C)c1NC(=O)c1cc(S(N)(=O)=O)c(Cl)cc1O	x	i	x	17%	x	x
3	Cc1ccc(Nc2c(F)cccc2Cl)c(CC(=O)O)c1	x	i	x	2%	x	x
4	COC(=O)/C=C(/C)N	x	i	x	-2%	x	x
5	N#C/C(=C1\SCC(c2ccccc2Cl)S1)n1ccnc1 (configuration not stated)	x	i	x	-4%	x	x
6	CN1C(=O)CC(C)(c2ccccc2)C1=O (configuration not stated)	x	i	x	6%	x	x
7	O=C(O)c1c(O)c(-c2ccccc2)nc2ccccc12	x	i	x	40%[activator]	x	x
8	CCOCCOC(=O)/C=C/c1ccc(OC)cc1	x	i	x	28%	x	x
9	CCOc1c(N2CCOCC2)cnn(C)c1=O	x	i	x	-1%	x	x
10	CCn1c(=O)c2c(nc(C=Cc3ccc(OC)c(OC)c3)n2C)n(CC)c1=O	x	i	x	u	x	x
11	CCC(=O)O[C@]1(C(=O)COC)[C@@H](C)C[C@H]2[C@@H]3CCC4=CC(=O)C=C[C@]4(C)C3(F)[C@@H](O)C[C@@]21C (some centres not stated)	x	i	x	-1%	x	x
12	COC(c1ccccc1)(c1ccccc1)[C@H](Oc1nc(C)cc(C)n1)C(=O)O	x	i	x	-8%&10%	x	x
13	COC(=O)Nc1nc2ccc(C(=O)C3CC3)cc2[nH]1	x	u	x	0%	x	x
14	CCCCC(=O)O[C@]1(C(=O)CO)[C@@H](C)C[C@H]2[C@@H]3CCC4=CC(=O)C=C[C@]4(C)[C@@]3(F)[C@@H](O)C[C@@]21C	x	i	x	3%	x	x
15	COc1ccc(Cn2c(CCC(=O)Nc3cccc(OC)c3)nc3cccnc32)cc1	x	x	10%	x	-3%	x
16	COc1ccc([C@@H]2CNC(=O)C2)cc1OC1CCCC1	-7%[20.6 µM]	x	x	3%	x	0%[20.6 µM]
17	Cc1cc(O)c2c(c1)C(=O)c1cccc(O)c1C2=O	1%	x	x	22%	x	1%
